Bioassay records deposited in PubChem by several laboratories.
NR1D1 modulator: modulators of Rev-erb alpha DNA binding, primary screen, biochemical, FITC-DNA, fluorescence polarization, uHTS; Nuclear receptor subfamily 1 group D member 1 (Homo sapiens), P20393; AID 1259318, 2017; Rev-erbα–FITC-DNA binding, 90 min; activity, % at 10 µM; 370,000 compounds, 0.79% hits;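 active = activity above about 14%, limit read from the data; passing the limit was not always enough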;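 note: 0% = DMSO wells with 35 nM protein and 100% = DMSO wells with 750 nM protein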
Target sequence (P20393 whole entry, looked up): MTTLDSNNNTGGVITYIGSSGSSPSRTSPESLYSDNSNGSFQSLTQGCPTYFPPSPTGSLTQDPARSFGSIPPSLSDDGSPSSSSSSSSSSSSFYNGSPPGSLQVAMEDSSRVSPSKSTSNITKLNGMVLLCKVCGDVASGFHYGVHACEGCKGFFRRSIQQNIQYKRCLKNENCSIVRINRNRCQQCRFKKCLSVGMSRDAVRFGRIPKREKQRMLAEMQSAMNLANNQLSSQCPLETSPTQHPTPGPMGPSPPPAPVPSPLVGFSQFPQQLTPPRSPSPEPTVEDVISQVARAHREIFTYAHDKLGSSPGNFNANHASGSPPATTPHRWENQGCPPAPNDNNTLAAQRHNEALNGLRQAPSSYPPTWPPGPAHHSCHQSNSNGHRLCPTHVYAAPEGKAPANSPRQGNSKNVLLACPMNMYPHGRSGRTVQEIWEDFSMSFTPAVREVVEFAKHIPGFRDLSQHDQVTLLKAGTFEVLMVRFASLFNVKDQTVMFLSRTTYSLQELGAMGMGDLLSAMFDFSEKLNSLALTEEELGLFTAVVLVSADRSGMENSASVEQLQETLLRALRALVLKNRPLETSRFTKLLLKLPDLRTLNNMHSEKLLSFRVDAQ
TDP2 absorb: human TDP2 enzyme inhibitors, primary screen, biochemical, epi absorbance, recombinant enzyme. Tyrosyl-DNA phosphodiesterase 2 (Homo sapiens), O95551. T5PNP hydrolysis, p-nitrophenol absorbance 415 nm. inhibition, % at 12.8 µM. 370,000 compounds, 0.34% hits;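 active = inhibition above the mean of all tested compounds plus 3 SD, set per campaign, cut at about 25% in these data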;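 note: 0% = DMSO with enzyme and 100% = buffer with substrate but no TDP2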
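System: recombinant human TDP2 / Amount: 120 nM TDP2 per well / Also added: 5 mM T5PNP chromogenic substrate / Doses: 12.8 µM single point, 1% DMSO / Incubation: 2 h at 37 °C / Detection: p-Nitrophenol epi absorbance / Evaluation: % inhibition relative to enzyme-containing and enzyme-free wells / Repeats: singlicate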
TCR-CD3 inh: inhibitors of human TCR-CD3 interaction, primary screen, biochemical, fluorescence, TAMRA-labeled TCR probe. 360,000 compounds, 0.37% hits. T-cell receptor (TCR). AID 651800, 2012. inhibition, % at 9.4 µM; in the data active = inhibition above about 19%;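 note: recombinant mutant TCR 2C K166C tagged with TAMRA read by polarization; 0% = receptor in buffer alone and 100% = receptor with positive control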
HTRA1 inhibitor: HTRA1 serine protease inhibitors, primary screen, biochemical, fluorescence polarization, HTS; Q92743; recombinant HTRA1, FP-rhodamine activity-based probe; inhibition, % at 5.96 µM; 340,000 compounds, 0.5% hits; AID 504803, 2011; in the data active = inhibition above about 36%;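 note: 0% = enzyme with DMSO and 100% = wells lacking enzyme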
rCAG binder: binders of r(CAG) RNA repeats, primary screen, biochemical, fluorescence; r(CAG) RNA repeat, TO-PRO-1 dye displacement fluorescence; inhibition, % at 3 µM; 370,000 compounds, 1.3% hits;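 active = inhibition above the plate cutoff, the mean of all test compounds on that plate plus 3 SD, cut at about 35% in these data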;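 note: 0% = DMSO alone and 100% = 100 µM mitoxantrone as full dye displacement; higher means more dye released from RNA so lower well fluorescence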
ABHD4 inh: ABHD4 inhibitors, primary screen, biochemical, fluorescence polarization, mouse | inhibition, % at 8.92 µM | 370,000 compounds, 0.54% hits | purified mABHD4, FP-Rh probe fluorescence polarization | AID 720543, 2013;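 active = inhibition exceeding the mean over every tested compound plus 3 SD, cut at about 30% in these data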;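 note: 0% = plate median of compound wells and 100% = S159A mutant with DMSO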
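Test system: mouse ABHD4 enzyme, wild type. Reagent: FP-Rh fluorescent activity-based probe, added after compound pre-incubation. Timing: pre-incubation 45 min, probe exposure 60 min, at 25 °C. Technique: FP readout, ex 525 nm / em 598 nm. Benchmarks: high control S159A mutant with DMSO, low control median of compound wells.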
LEDGF integ inh: blockers of LEDGF/p75-dependent integrase strand transfer – biochemical, TR-FRET, high throughput, primary screen; inhibition, % at 3.7 µM; 370,000 compounds, 0.64% hits; HIV-1 integrase (with human LEDGF/p75); TR-FRET IN-LEDGF/p75 DNA integration, Eu/Cy5;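 active = inhibition above the screen-wide mean plus 3 SD, cut at about 13% in these data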;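 note: signal is the Cy5 over europium emission ratio at 671 and 618 nm; 0% = plate median of compound wells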
PRMT1 FP inh: PRMT1 methyltransferase inhibitors, primary screen, biochemical, fluorescence polarization; recombinant PRMT1, activity-based probe fluorescence polarization; Protein arginine N-methyltransferase 1 (Homo sapiens), Q99873; inhibition, % at 2.79 µM; 370,000 compounds, 1.3% hits;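 active = inhibition above about 21% made by adding two undisclosed values, limit read from the data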
Target sequence (Q99873 whole entry, looked up): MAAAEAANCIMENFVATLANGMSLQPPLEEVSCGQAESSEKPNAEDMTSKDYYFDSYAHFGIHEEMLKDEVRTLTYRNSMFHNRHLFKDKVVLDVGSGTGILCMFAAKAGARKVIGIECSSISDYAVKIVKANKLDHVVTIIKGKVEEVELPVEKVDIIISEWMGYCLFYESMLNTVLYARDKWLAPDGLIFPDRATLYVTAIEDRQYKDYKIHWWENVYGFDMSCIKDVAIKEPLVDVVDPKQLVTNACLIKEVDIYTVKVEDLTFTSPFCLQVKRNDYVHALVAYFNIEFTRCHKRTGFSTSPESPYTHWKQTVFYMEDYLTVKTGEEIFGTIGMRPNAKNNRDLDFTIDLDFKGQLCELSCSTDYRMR
PG9 binder: binders of HIV-1 gp120 antibody PG9, primary screen, biochemical, TR-FRET. HIV-1 gp120 / PG9 antibody interaction. inhibition, % at 6.7 µM. 360,000 compounds, 0.43% hits. TR-FRET gp120-PG9 antibody binding; in the data active = inhibition above about 8.5%
SIAE primary: human SIAE inhibitors, primary screen, biochemical, fluorescence polarization, FP-Rh probe, 1536-well HTS | Sialate O-acetylesterase (Homo sapiens), Q9HAT2 | SIAE FP-Rh probe binding | inhibition, % at 9.66 µM | 370,000 compounds, 0.69% hits;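 active = inhibition above a cutoff: mean of compounds within the control limits plus 3 SD of those, cut at about 17% in these data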;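 note: 0% = plate median of compound wells and 100% = probe without SIAE protein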
An asterisk follows results filed as active; . = not tested or not shown; & = joins results of further samples.

Second line of a record: NR1D1 modulator, TDP2 absorb, TCR-CD3 inh, HTRA1 inhibitor, rCAG binder, ABHD4 inh, LEDGF integ inh, PRMT1 FP inh, PG9 binder, SIAE primary
[1] Cc1ccc(N2C(=O)CSC2c2ccc3c(c2)OCO3)cc1 (configuration not stated)
  -3, -6, 3, 1, 0, -3, 1, 1, -2.4, 3
[2] Cc1ccc(NC(=S)NCCc2c[nH]c3ccccc23)cc1
  5, -11, 4, -1, 4, -5, -2, -1, -0.7, 10
[3] O=C(CN1c2cccc3cccc(c23)S1(=O)=O)Nc1ccccc1Br
  2, -13, 6, 0, 6, 5, 5, 2, 0.4, -5
[4] Cc1nnc(SCC(=O)NC2CCCCCC2)n1C(C)C
  2, 8, -8, 0, -5, 2, -2, 6, -0.9, -1
[5] COc1cccc(/C=N/N2CCN(Cc3ccccc3)CC2)c1O
  1, -25, -12, 8, -4, -3, 3, 0, 0.9, 2
[6] Cc1nc2sccn2c(=O)c1S(=O)(=O)Nc1ccc(N2CCOCC2)cc1
  -2, 6, -10, ., 0, -4, -3, 4, 1.6, 7
[7] COc1ccc(N2CCN(C(=O)NC(=O)c3ccc(Cl)cc3)CC2)cc1
  0, 8, -1, 2, -6, 0, 0, 2, -2.2, 0
[8] COCCSc1nnc(NS(=O)(=O)c2ccccc2)s1
  3, 2, 5, -3, 5, 0, -1, 1, -1.8, -4
[9] N#CCSc1nc(-c2ccccc2)nc2ccc(F)cc12
  1, -1, -8, 2, -3, -5, 2, -9, -1.9, 2
[10] CCOc1ccc(NC(C)=O)cc1[N+](=O)[O-]
  0, -4, 6, -2, -3, 8, 3, -2, -2.5, -8
[11] O=C(COC(=O)C1CCN(c2ccc(C(F)(F)F)cn2)CC1)Nc1ccc(Cl)cn1
  9, 1, 5, 4, 2, -2, 2, -2, -2.7, -11
[12] CC(C)CNC(=O)OCc1cn(Cc2cc(F)ccc2F)nn1
  1, 4, ., ., 4, -1, -4, 0, ., -1
[13] Cc1ccc(C)c(OCCC(=O)N2CCN(S(=O)(=O)c3cc(F)ccc3F)CC2)c1
  -1, 5, -6, 2, -1, 8, 2, 2, 0.7, -4
[14] CCCCNC(=O)C1c2ccccc2OCC(=O)N1CC(F)(F)F (configuration not stated)
  1, -4, -5, ., 6, 8, -3, 4, 2.8, 1
[15] Cc1cc(NC(=O)CSc2nnc(-c3ccc4c(c3)OCCO4)o2)no1
  5, 0, 7, -7, 29, 5, 2, -5, 4.8, -2
[16] Cc1ccc(C(=O)COC(=O)COc2ccccc2C)cc1
  -4, 4, 6, -8, -7, -4, 4, -2, -1.6, -3
[17] CC(C)(C)NC(=O)CN1CCC(O)(c2ccc3c(c2)OCO3)CC1
  1, 3, -1, -4, -3, -3, 0, 0, -1.0, -5
[18] COc1cc(OCc2ccc(C)cc2)ccc1CNC[C@H]1O[C@@H](n2cnc(C(N)=O)n2)[C@H](O)[C@@H]1O
  9, -20, 9, 5, 0, -8, 8, -6, 0.5, -14
[19] CCOC(=O)C1=C(C)NC(SC)=NC1c1ccc(OC)cc1 (configuration not stated)
  0, 6, 4, 11, -4, 3, 4, 2, -2.1, 3
[20] O=C(NNC(=O)c1ccc2c(c1)OCO2)NC1CCCCC1
  -9, -2, 1, -6, 2, 5, -2, -1, 0.2, -1
[21] CC(C(O)c1ccc(O)cc1)N1CCC(Cc2ccccc2)CC1 (configuration not stated)
  -5&0&-4&8, 0&-11&-4, 4&-3&2, 2&0&1, 4&4&5, 0&5&2, 1&1&1, -1&-2&0, -1.1&-2.4&-0.8, 8&6&-3
[22] CC1(C)C(=O)Nc2ccccc2N1C(=O)CSc1nnc2ccccn12
  -5, 4, 3, 7, 2, 5, -4, 0, 1.4, 0
[23] COc1ccc([C@H]2CC(=O)C=C(c3cc4ccccc4s3)C2)cc1OC
  0, 9, 1, -10, 8, 0, 0, -1, -3.6, -8
[24] CC(=O)N1CCCc2cc(S(=O)(=O)CCC(=O)N3CCN(c4ccccc4)CC3)ccc21
  -1, 8, 5, 9, 5, -1, -3, -4, 0.5, 1
[25] CC1=C(C(=O)N(C)C)CC(CC(=O)NCCCN(C)C)C(=O)N1Cc1ccc(F)cc1 (configuration not stated)
  3, -2, 5, ., -1, -1, -1, 1, -0.1, -4
[26] O=C(CS(=O)(=O)c1ccccc1)Nc1nccs1
  -7, 7, 7, 8, 4, 4, 0, -5, 0.4, -5
[27] Cn1cccc1/C=N/NC(=O)Cn1cnc2ccccc21
  -1, 0, 0, 0, 0, 0, 1, 0, -0.3, 4
[28] COc1ccc(NC(=O)c2ccccc2NC(=O)CSc2ccccc2)cc1
  -5, 3, 3, -5, -3, 1, -2, -2, -3.4, 3
[29] CN1C(=O)C(C)(C)c2cc(S(=O)(=O)N3CCC(C(=O)Nc4ccc(Cl)cc4)CC3)ccc21
  1, -2, -2, -8, 7, 5, -1, 3, -0.1, -6
[30] C=CCN(CC=C)S(=O)(=O)c1ccc(NC(=O)COc2ccccc2OC)cc1
  1, 5, 6, -27, -9, -18, 2, -3, 0.3, -6

Sorted by value in PG9 binder (high to low): 3 of the compounds above
nr | Structure | PG9 binder
30 | C=CCN(CC=C)S(=O)(=O)c1ccc(NC(=O)COc2ccccc2OC)cc1 | 0.3
29 | CN1C(=O)C(C)(C)c2cc(S(=O)(=O)N3CCC(C(=O)Nc4ccc(Cl)cc4)CC3)ccc21 | -0.1
28 | COc1ccc(NC(=O)c2ccccc2NC(=O)CSc2ccccc2)cc1 | -3.4

(list continues)
Second line of a record: NR1D1 modulator, TDP2 absorb, TCR-CD3 inh, HTRA1 inhibitor, rCAG binder, ABHD4 inh, LEDGF integ inh, PRMT1 FP inh, PG9 binder, SIAE primary
[31] COc1ccc(-c2nnc(SCC(=O)N/N=C/c3ccccc3C(=O)O)n2-c2ccc(Cl)cc2)cc1
  -3, -6, 4, 12, 33, -4, 0, -1, -0.6, -5
[32] O=C1CCCC(=O)N1c1ccc(O)cc1
  0, -5, 2, 0, -1, 5, 3, -3, -3.5, 2
[33] CC(C)C[C@H](N)c1nnc(SCC(=O)Nc2ccc(Br)cc2)o1
  -8, 6, -8, -2, -1, -1, -5, 8, 0.7, 0
[34] O=C(NC1CCCCC1)c1cc([N+](=O)[O-])ccc1N1CCCC1
  0, -5, 2, 6, -1, -2, 1, -3, -2.1, 7
[35] O=C(/C=C/c1ccccc1O)c1ccc(Cl)cc1
  -4, -17, 5, -23, 9, -34, -5, -2, -3.9, -4
[36] c1ccc(-c2nnc(SCC3CCCCO3)nc2-c2ccccc2)cc1 (configuration not stated)
  -4, -18, 2, -12, 3, -10, 3, 4, -3.5, -11
[37] CCS(=O)(=O)c1ccc2c(c1)N(S(C)(=O)=O)CC(C(=O)NCc1ccccc1OC)O2 (configuration not stated)
  -6, 5, 4, -1, -3, 4, -3, 1, -0.8, 9
[38] O=C(COC(=O)c1c(F)cccc1F)NCc1ccc2c(c1)OCO2
  -8, -13, 5, -2, 2, -5, 2, -5, -1.8, -1
[39] O=C1c2cc(Cl)ccc2OC2(CCNCC2)C12CC(c1ccccc1)=NO2 (configuration not stated)
  1, 7, 0, -3, 23, -5, 0, 5, 1.1, -2
[40] c1coc(CSc2ncnc3c2oc2ccccc23)c1
  -1, 9, -3, -3, -3, -6, 2, -4, -34, 1
[41] CCOCCCNC(=O)c1ccc(OC)c(OC2CCN(C(C)C)CC2)c1
  0, 8, 3, 5, -7, 6, 3, -1, -0.8, 0
[42] CC(=O)c1ccc(S(=O)(=O)NCCC(=O)NC2CCN(Cc3ccccc3)CC2)cc1
  2, 5, -4, -5, 3, 14, 3, -1, 0.4, 8
[43] O=[N+]([O-])c1ccc(-c2csc(N3CCc4ccccc4C3)n2)cc1
  1, 13, 1, -1, 3, 2, -1, 2, -1.1, 1
[44] CC1CCC(NC(=O)c2ccc(CNc3c(NC4CCCCC4)c(=O)c3=O)cc2)CC1 (configuration not stated)
  -9, -4, 1, -6, 1, -2, 4, 7, -1.3, -3
[45] O=c1cc(-c2ccccc2)c2cc3c(cc2[nH]1)OCCO3
  -4, -7, 6, -7, -2, -4, -5, -4, 0.9, 0
[46] CC1CCC(NC(=O)c2ccc(COc3ccccc3)o2)CC1 (configuration not stated)
  -2, -2, -4, -3, -7, -7, 1, 0, -2.6, -1
[47] Cc1cc2sc3ccccc3c(=O)c2c(C)c1O
  1, 11, 7, -3, 12, 6, 2, 2, 2.4, 0
[48] Cc1c(NC(=O)c2ccc3c(c2)C(=O)N(Cc2ccco2)C3=O)cccc1C(=O)O
  1, -9, 11, -1, 3, 1, -2, -1, -0.9, 6
[49] COc1ccc(NC(=O)C(c2ccccc2)N(C)C(=O)CNC(C)=O)cc1 (configuration not stated)
  -1, -11, 6, 1, -4, 6, 1, -1, 0.5, -2
[50] CCOC(=O)NCc1ccc2c(c1)cc(C)n2C
  4, -5, -3, 3, -2, 7, 3, 10, 2.5, 1
[51] O=S(=O)(c1ccc(SCc2ccccc2)nc1)N1CCCC1
  2, -8, -9, -17, -4, -6, 4, -4, -3.2, -2
[52] N#CC1=C(N)C(C#N)(C#N)[C@H](c2c(F)cccc2F)[C@H]2CC3(CC=C12)OCCO3
  5, 2, 2, -4, -14, 4, -3, 26*, -0.1, 0
[53] COc1ccc(CNC(=S)N/N=C/c2ccc(OC)c(OC)c2)cc1
  -5, -2, 7, 3, -1, -3, -2, 2, -0.8, -1

The list is partial (hit frequency here may not be typical).
